mHtt clearance: compounds clearing mutant huntingtin protein; HeLa Exon1htt(103Q)mCFP, aggregate imaging; zero = plate's median compound well; inhibition, % at 1.5 µM; 0.42% of 47,000 active;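 active = inhibition of aggregate fluorescence above about 70%, also judged a hit by eye on the cell image, limit read from the data, passing the limit was not always enough; inconclusive = no rule stated for this call; inactive = not judged a hit on image review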;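 also: cells exposed to compound for three days before fixation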
mHtt clearance grain fraction: recorded beside mHtt clearance, whose call it bears; fraction fluorescence in grains; measured here: aggregate grain fluorescence fraction; active compounds read low;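 scaled fraction of total cell fluorescence in grains with unit not stated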
* = called active by the depositor; ? = inconclusive; nt = no result given. The list is partial; rates above refer to the full screens.

Molecule,mHtt clearance,mHtt clearance grain fraction
CCN1C(=O)C(NC(C)=O)c2cc(OC)ccc21 (centres undefined),-22,27
COCC(=O)N1CCCc2ccccc21,-15,22
O=C(N1CCOCC1)N1CCN(S(=O)(=O)N2CCOCC2)CC1,?,nt
Cc1ccc2nc(NC(=O)Cn3cc4c(n3)CCCCC4)sc2c1,-117,70
Cc1ccc(Cn2nc(C)c(NC(=O)c3cc(-c4ccco4)on3)c2C)cc1,1,22
O=C(CC1CCCC1)Nc1nnc(C2CC2)s1,-16,33
O=c1c2ccccc2oc2nc(-c3ccco3)n(Cc3ccccc3)c(=O)c12,-17,24
Clc1ccc(/C=N/Nc2nnc(Cl)c3ccccc23)cc1,34,13
Cc1cccc(C(=O)O/N=C2/CC3CCC2(C)C3(C)C)c1 (centres undefined),-9,19
CCCc1ccc(-c2cc(C(=O)NN3CCOCC3)c3ccccc3n2)cc1,-22,27
CCOC(=O)c1c(CN2CCN(C)CC2)oc2ccc(OC)cc12,12,32
CCCOc1ccc(-c2nc(N)n[nH]2)cc1,-19,43
C=CCNc1nc(N(c2ccccc2)c2ccccc2)nc(-n2ccnc2)n1,56,15
N#C/C(=C1\CCCN1)c1nc(-c2ccccc2)cs1,-3,35
CC(=O)NCCOc1cccc2ccccc12,-45,30
COc1ccccc1CNC(=O)CN(C)CC(=O)Nc1cccc(F)c1,25,22
COC(=O)C(NC(=O)C(C)Oc1ccccc1)C(C)C (centres undefined),-10,23
CC(=O)N(Cc1cc2c(C)cc(C)cc2[nH]c1=O)C1CCCCC1,6,32
O=C(Nc1nc(-c2ccccc2)ns1)c1cccs1,-1,39
O=C(C1CCN(C2CC(=O)N(Cc3ccccc3)C2=O)CC1)N1CCCCCC1 (centres undefined),61,7.7
CCN(CC)C(=O)Cn1cnc2ccccc2c1=O,32,13
COc1cccc(NC(=S)NNC(=O)c2c([N+](=O)[O-])c(C)nn2C)c1,-20,47
Cc1c(N/C=C/C(=O)c2cccs2)c(=O)n(-c2ccccc2)n1C,-25,42
COc1ccc2[nH]c3c(N4CC(C)OC(C)C4)ncnc3c2c1 (centres undefined),-25,29
N/C(=N\OS(=O)(=O)c1ccccc1)c1ccncc1,-1,36
CCCN(CCO)Cc1ccc(Cl)c(Cl)c1,-2,38
O=C(COc1ccc(Cl)cc1)N1CCN(C(=O)c2cccc(F)c2)CC1,-37,27
Cc1ccc(NC(=O)N(CCCN2CCOCC2)Cc2cccs2)cc1C,47,22
O=C(NCC1CCCO1)C1CCC(=O)N1CCc1ccccc1 (centres undefined),36,28
CCOc1ccccc1NC(=O)COn1nnc2ccc(Cl)cc21,19,34
Cc1ccc(-c2nnc(SCc3ccccc3F)o2)cc1,-4,17
Cc1ccc(S(=O)(=O)N2CCN(C(=O)CSc3ncc(C(F)(F)F)cc3Cl)CC2)cc1,5,36
CCOc1ccc(C(=O)OCC(=O)c2c(N)n(C)c(=O)n(C)c2=O)cc1OCC,2,19
COCCNC(=O)CCCCCN1C(=O)CCC1=O,-46,28
O=C(NCCCn1ccnc1)c1cc(-c2ccc3c(c2)OCO3)on1,-26,55
Cc1c(C(=O)N2CCOCC2)sc2ncnc(N3CCc4ccccc4C3)c12,-14,43
CC(C)NS(=O)(=O)c1ccc(OCC(=O)NCc2cccnc2)cc1,48,10
O=C(CSc1nc2ccccc2o1)c1ccc2c(c1)OCCO2,8,17
CCOC(=O)Nc1sc(C(=O)N(C)C)c(C)c1C(=O)OCC,-6,46
O=C(CSc1ncn[nH]1)Nc1ccccc1C(=O)O,-44,30
CCOC(=O)C(NC(C)=O)(Nc1ccc(S(=O)(=O)Nc2cc(C)on2)cc1)C(F)(F)F (centres undefined),5,18
COc1ccc(/C=C(\NC(=O)c2ccccc2)C(=O)N/N=C/c2ccncc2)cc1,25,29
COc1ccccc1C(O)Cc1nc2ccccc2n1C (centres undefined),6,26
CCOC(=O)N1CCC(NC(=O)CCc2nc(-c3ccc(C)cc3)no2)CC1,4,18
Oc1ccccc1-c1nc(N2CCN(Cc3ccccc3)CC2)c2ccccc2n1,-13,42
NCCc1nnc(SCc2c(F)cccc2Cl)o1,37,19
CCCCC(c1nnnn1CC1CCCO1)N1CCN(Cc2ccccc2)CC1 (centres undefined),22,16
COc1ccc(-c2noc(CN3C(=O)c4ccccc4C3=O)n2)cc1,28,32
COc1ccccc1NC(=O)CN(c1ccccc1F)S(C)(=O)=O,10,18
O=S(=O)(NCCSc1ccccc1)c1cccs1,50,8.3
CSc1nnc([C@H](C)NC(=O)OC(C)(C)C)o1,-16,41
COc1ccccc1CNC(=O)CCNS(=O)(=O)c1cccc2nsnc12,-2,21
CCOC(=O)CSc1nnc(Cc2ccccc2)n1Cc1ccco1,45,12
Cc1cc[n+](-c2nc([O-])n(-c3ccccc3)c2C=O)cc1,10,17
CN(C)S(=O)(=O)c1ccc(C(=O)NCCOc2ccccc2)cc1,58,7.4
COc1cc(NS(=O)(=O)c2ccc(NS(=O)(=O)c3ccccc3)cc2)nc(OC)n1,24,15
COc1cc(NC(=O)c2ncn[nH]2)cc(OC)c1OC,-1,17
CC1(C)Cc2ccccc2C(/C(=N/O)C(N)=O)=N1,-45,56
Cn1cccc1C(=O)NC(=O)COC(=O)c1ccccc1Sc1ccccc1C#N,68,6.3
Cc1ccccc1-n1nnnc1SCC(=O)Nc1ccc(S(=O)(=O)N2CCCC2)cc1,-47,28

(further entries)
Molecule,mHtt clearance,mHtt clearance grain fraction
CC(C)Sc1nc2c(cnn2-c2ccc(F)cc2)c(=O)[nH]1,-20,62
COc1ccccc1N1CCN(S(=O)(=O)Cc2ccccc2Cl)CC1,-4,18
CCOc1ccc(C(=O)c2ccc(OCC)c(N)c2)cc1N,30,26
COc1cc(CNC(=O)c2ccc(Cn3nc(C)c(Cl)c3C)o2)cc(OC)c1,-28,25
CN(C)CCNC(=O)c1ccccc1,-5,21
O=C(CSc1nnnn1-c1cccc2c1CCCC2)N1CCCC1,-28,23
COCCn1c(C)cc(C(=O)COC(=O)c2ccc(-n3nc(C)cc3C)cc2)c1C,36,12
CCN(CC)CCCN1C(=O)C(O)=C(C(=O)c2ccco2)C1c1ccc(C)o1 (centres undefined),-22,24
O=c1c2ccccc2cnn1-c1ccc(Br)cc1,-15,43
Cc1cccn2c(=O)c3cc(C(=O)NCCN4CCOCC4)c(=N)n(CCc4ccccc4)c3nc12,-54,63
COc1ccccc1NC(=O)CN(Cc1ccccc1)S(C)(=O)=O,29,14
CC(C)N(CCCNC(=O)C1CCN(S(=O)(=O)N2CCOCC2)CC1)Cc1ccccc1,-9,40
COc1ccc2[nH]c(=O)c(-c3noc(-c4ccccc4)n3)cc2c1,43,19
O=C(Nc1ccc2nn(-c3ccccc3)nc2c1)c1ccc2c(c1)OCO2,34,13
COc1ccc2c(c1OC)C(=O)OC2CC(=O)c1ccc2c(c1)OCO2 (centres undefined),39,11
O=C(NCc1ccccc1)NC1(C(=O)N2CCCC2)CCCCC1,-20,48
CCC1S/C(=C(\C#N)C(=O)NCc2ccco2)N(c2ccc(F)cc2)C1=O (centres undefined),17,18
Cc1nn(C)c(C)c1NC(=O)CSc1nc(Cc2ccccc2)nc2c1cnn2-c1ccccc1,-191,57
COc1ccc2c(C(=O)CN3CC(C)OC(C)C3)c[nH]c2c1 (centres undefined),10,39
CC1CCN(c2nnc(NC(=O)Cn3c(=O)oc4ccccc43)s2)CC1,-249,129
Cc1ccc(SCCC(=O)NCCSCc2ccccc2C)cc1,-6,32
COC(=O)c1c(C)[nH]c(C(=O)CN2CCOCC2)c1C,-25,37
CC(=O)Nc1nnc(CCN2CCCCC2)s1,-2,41
O=C(NCC(F)(F)F)Nc1ncccn1,65,11
Nc1nc2sc3c(c2cc1C(=O)N1CCOCC1)CCCC3,-13,40
Cc1cc2c(c(=O)n1Cc1cccnc1)C(Cc1ccccc1)C(C#N)=C(N)O2 (centres undefined),-24,46
Cc1ccc(C(C(=O)NC2CCCC2)N2CCCC(C)C2)cc1 (centres undefined),-13,40
COc1ccc(OC)c(S(=O)(=O)NCc2cn3cccc(C)c3n2)c1,58,8
CCc1ccc(NCc2cc3c(C)nn(-c4ccccc4)c3[nH]c2=O)cc1,50,8.9
Cc1cccc(N2CCN(C(=O)CCn3c(=S)[nH]c4cc5c(cc4c3=O)OCO5)CC2C)c1 (centres undefined),-102,41
Oc1ccccc1CNCCCNCc1ccccc1O,-8,21
Cn1c(=O)c2c(nc(OCc3cccnc3)n2Cc2ccccc2)n(C)c1=O,34,12
COc1ccc(OC)c(NC(=O)N[C@@H](Cc2ccccc2)C(=O)O)c1,-6,42
Cc1cc(C)cc(OCC(=O)NC2=NCCS2)c1,-21,23
CNC(=O)c1nnn(-c2ccccc2)c1C(=O)NC,13,32
CC(C)(C)NC(=O)C(c1ccc(OCC(N)=O)cc1)N(C(=O)c1cccnc1)C1CC1 (centres undefined),-76,36
Cn1c(SCC(=O)Nc2cccc(F)c2)nnc1-c1cc2ccccc2o1,-7,23
C(=C\c1ccccc1)/CSc1nnc(-c2ccccn2)n1Cc1ccco1,-204,57
CCN(CC)c1ccc2cc(-c3nnc(-c4ccncc4)o3)c(=O)oc2c1,21,15
O=C(CSc1nnc(-c2cccs2)n1CC1CCCO1)c1cc2ccccc2o1 (centres undefined),-9,38
O=C(NCc1ccco1)c1cnn2c1NC(c1ccccc1)CC2C(F)(F)F (centres undefined),-5,46
O=S(=O)(c1ccc(-c2nnc(SCc3nnc(-c4ccccc4)o3)o2)cc1)N1CCCC1,3,39
Cc1cccc(CS(=O)(=O)Cc2ccc(C(=O)NCC3CCCO3)o2)c1 (centres undefined),-58,29
CCOC(=O)c1[nH]c(CSc2nnc(-c3ccncc3)n2CCOC)c(C(=O)OCC)c1C,-36,25
Cc1ccccc1-n1nc2c(c1NC(=O)c1c(-c3ccccc3Cl)noc1C)CSC2,9,33
COC(=O)CSc1ccc(C#N)c(SCC(=O)OC)c1,-22,53
CCC(C)(C)n1nnnc1C(c1ccc(OC)c(OC)c1)N1CCN(c2cccc(OC)c2)CC1 (centres undefined),-40,26
Cc1ccc(-n2nc(-c3ccco3)cc2C(=O)NCc2cccnc2)cc1,65,12
CCn1c(NCc2ccccn2)nc2c1c(=O)n(C)c(=O)n2C,-151,49
Nc1nc(N2C(=O)C3CC=CCC3C2=O)nn1-c1ccccc1 (centres undefined),-122,43
Cc1[nH]n(-c2ccccc2)c(=O)c1Sc1ccc(Cl)cc1,-8,46
COC(=O)c1ccc(C2/C(=C(/O)c3ccc(OC)cc3)C(=O)C(=O)N2c2cc(C)on2)cc1 (centres undefined),33,25
O=C(C1CCN(c2ccc(N3CCOCC3)nn2)CC1)N1CCc2ccccc2C1,8,33
CC(C)(C)NC(=O)c1cccc(NC(=O)c2ccco2)c1,-28,23
Cc1ccc(-c2nc(N)c3c(-c4ccc(C)cc4)nn(C(C)(C)C)c3n2)cc1,3,37
CCOC(=O)c1c(C)[nH]c(N=Nc2ccccc2C)c1C,12,17
CCCNS(=O)(=O)c1ccc2c(c1)CCCN2C(C)=O,58,14
CSc1nnc(-c2ccco2)n1-c1ccccc1,-23,27
CN(C)S(=O)(=O)c1ccc(S(=O)(=O)N2CCCC2)cc1,-15,35
CCc1ccc(C2C(C#N)=C(N)C(C#N)(C#N)C3=CCC(C(C)(C)C)CC32)cc1 (centres undefined),5,16

Five compounds picked at random from the list so far:
Molecule,mHtt clearance,mHtt clearance grain fraction
O=C(C1CCN(c2ccc(N3CCOCC3)nn2)CC1)N1CCc2ccccc2C1,8,33
COC(=O)c1ccc(C2/C(=C(/O)c3ccc(OC)cc3)C(=O)C(=O)N2c2cc(C)on2)cc1 (centres undefined),33,25
CCOC(=O)c1c(C)[nH]c(N=Nc2ccccc2C)c1C,12,17
CSc1nnc(-c2ccco2)n1-c1ccccc1,-23,27
Cc1[nH]n(-c2ccccc2)c(=O)c1Sc1ccc(Cl)cc1,-8,46

Additional results follow:
Molecule,mHtt clearance,mHtt clearance grain fraction
N#Cc1nc(-c2ccc(OCc3ccccc3)cc2)oc1NCCCn1ccnc1,-16,40
COCCN(CCOC)S(=O)(=O)c1ccc(C(=O)Nc2nc(-c3ccncc3)cs2)cc1,-15,42
CC(C)NC(=O)CN1CCC(O)(c2ccccc2)CC1,-73,59
Cc1cccc(NC(=O)CN(C)S(=O)(=O)c2ccc(Br)cc2)n1,41,11
O=C(CCNc1ccc(Cl)c(C(F)(F)F)c1)c1ccco1,3,17
COc1cccc(NC(=O)c2ocnc2C)c1,16,34
CCOC(=O)NC(=O)CSc1ccccn1,24,12
Cc1cc(C(=O)Nc2cnn(Cc3ccc(Cl)cc3Cl)c2)no1,55,9.8
CCOC(=O)N1CCN(C(=O)c2ccc3c(SCC(=O)O)c4c(nc3c2)CCC4)CC1,36,23
Cc1cc(-c2ccccc2)nc(N2CCC(C(=O)NCC3CCCCC3)CC2)n1,-42,27
CC(C)c1nc2ccccc2n1CCC(=O)O,-2,33
O=C(CCn1c(=O)[nH]c2ccccc2c1=O)NCCCN1CCN(c2cccc(Cl)c2)CC1,-5,32
CCOC(=O)Cc1csc(NC(=O)CSc2nc(N)c3c(C)c(C)sc3n2)n1,39,12
O=C(Nc1cccc(Br)c1)c1ccn[nH]1,13,28
Clc1cccc(-c2nnc(-c3ccccc3)o2)c1,-49,66
CC1(C)CC(=O)C(C2NCCc3ccccc32)=C(O)C1 (centres undefined),38,13

Assay outcomes from PubChem BioAssay.
